CRFR2-BP antag = CRF-BP/CRF-R2 complex antagonism; HEK293 CRF-R2/CRF-BP, CRF-induced calcium fluorescence; inhibition, % at 11.8 µM; actives 0.59% (n = 350,000); AID 588475;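 active = inhibition of the ligand-induced calcium signal above about 50% at the single tested concentration, limit read from the data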
IDE cell inh = inhibitors of human insulin-degrading enzyme in cells; HEK cells, FAbetaB cleavage, fluorescence polarization; inhibition, % at 5.59 µM; actives 0.41% (n = 320,000);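 active = percent inhibition above the average of all tested compounds plus 3 SD, set per screening campaign, cut at about 16% in these data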;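 also: IDE supplied by intact live HEK cells; FP after avidin binding of uncleaved biotin substrate so inhibition keeps polarization high; 0% = DMSO wells and 100% = 60 µM reference IDE inhibitor Ii1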
Target sequence (P14735 whole entry, looked up): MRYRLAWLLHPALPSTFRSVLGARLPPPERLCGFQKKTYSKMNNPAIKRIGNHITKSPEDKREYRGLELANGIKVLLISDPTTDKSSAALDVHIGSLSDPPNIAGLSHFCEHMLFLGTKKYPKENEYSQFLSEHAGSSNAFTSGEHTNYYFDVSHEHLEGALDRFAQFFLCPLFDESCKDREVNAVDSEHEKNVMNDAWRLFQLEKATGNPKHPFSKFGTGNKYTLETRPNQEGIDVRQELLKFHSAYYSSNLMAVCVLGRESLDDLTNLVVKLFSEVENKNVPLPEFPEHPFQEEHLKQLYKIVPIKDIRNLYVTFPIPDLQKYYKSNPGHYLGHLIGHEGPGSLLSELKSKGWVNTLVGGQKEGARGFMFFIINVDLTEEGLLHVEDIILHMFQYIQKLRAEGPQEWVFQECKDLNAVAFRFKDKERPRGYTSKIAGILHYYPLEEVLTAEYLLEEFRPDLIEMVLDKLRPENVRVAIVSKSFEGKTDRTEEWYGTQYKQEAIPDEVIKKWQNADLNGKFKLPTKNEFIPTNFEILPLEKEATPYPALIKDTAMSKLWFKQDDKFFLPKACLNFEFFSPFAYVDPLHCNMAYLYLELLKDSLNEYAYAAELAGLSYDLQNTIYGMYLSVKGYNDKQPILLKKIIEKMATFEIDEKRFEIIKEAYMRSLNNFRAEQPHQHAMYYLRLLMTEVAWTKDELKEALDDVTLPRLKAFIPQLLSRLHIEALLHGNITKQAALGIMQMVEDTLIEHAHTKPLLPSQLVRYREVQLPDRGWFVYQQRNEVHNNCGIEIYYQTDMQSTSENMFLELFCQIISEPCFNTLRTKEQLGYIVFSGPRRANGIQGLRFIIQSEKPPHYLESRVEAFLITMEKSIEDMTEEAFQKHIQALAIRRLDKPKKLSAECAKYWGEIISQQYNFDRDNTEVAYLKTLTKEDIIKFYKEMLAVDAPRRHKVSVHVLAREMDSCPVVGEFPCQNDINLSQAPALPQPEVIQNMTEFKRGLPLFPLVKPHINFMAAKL
CRFBP-R2 agonist = agonists of human CRF-binding protein/CRF-R2 receptor complex | HEK293 CRF-R2/CRF-BP, calcium dye fluorescence (FLIPR); percent of saturating CRF peptide response | activation, % at 13.2 µM | actives 0.46% (n = 350,000) | AID 588473;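 active = activation of at least 50%, plus an integration ratio under a set limit after plate pattern correction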;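 also: plate controls were neutral control wells without compound for no effect and CRF at EC100 for full effect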
M4 ag = agonists of human muscarinic M4 receptor (CHRM4). activation, % at 3 µM. P08173. AID 624127. actives 0.14% (n = 360,000). CHO-K1 hM4/Gqi5, Fluo-8 calcium fluorescence; vehicle 0%, full acetylcholine response 100%;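 active = activation above the run mean over all test wells plus 3 SD, cut at about 32% in these data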;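 also: peak over basal fluorescence ratio per well then scaled between controls; 0% = DMSO wells and 100% = acetylcholine at EC100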
CHRM5 agonist = agonists of human muscarinic M5 receptor (CHRM5). activation, % at 3 µM. CHO-K1 hM5 cells, Fluo-8 calcium fluorescence; 0% DMSO wells, 100% maximal acetylcholine response. P08912. AID 624037. actives 0.19% (n = 360,000);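 active = activation above the run's mean over test compounds plus 3 SD, cut at about 23% in these data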;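 also: signal is peak over basal fluorescence ratio across the kinetic read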
CHRM4 antagonist = CHRM4 antagonism in calcium assay; P08173; CHO-hM4 cells, ACh EC80, Fluo-8 calcium fluorescence; inhibition, % at 3 µM; actives 0.73% (n = 360,000);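 active = inhibition above its plate's cutoff, the mean inhibition of sample wells plus 3 SD, cut at about 27% in these data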;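 also: 0% = acetylcholine EC80 with DMSO and 100% = DMSO without agonist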
CHRM5 PAM = positive allosteric modulators of human muscarinic M5 receptor. CHO-K1 hM5, Fluo-8 calcium, ACh EC20 PAM; 0% = ACh EC20, 100% = ACh EC100. activation, % at 3 µM. actives 0.3% (n = 360,000);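 active = activation above the run cutoff, the mean activation of all test compounds plus 3 SD, cut at about 18% in these data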
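Measured by: Fluo-8 calcium fluorescence; material: human M5 receptor in CHO-K1 cells; schedule: Post-acetylcholine fluorescence recording 140 s; benchmarks: low control EC20 acetylcholine (0%), high control EC100 acetylcholine (100%); read-out: Max/basal fluorescence ratio as % of EC20–EC100 ACh window; compound: single dose, 3 µM nominal final test concentration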
CHRM5 antagonist = blocks acetylcholine activation of human M5 receptor; AID 624040; actives 0.59% (n = 360,000); P08912; CHO-hM5 cells, Fluo-8 calcium fluorescence, ACh EC80; inhibition, % at 3 µM;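 active = inhibition above a per-plate cutoff, the mean of that plate's test compounds plus 3 SD, cut at about 27% in these data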;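 also: 0% = acetylcholine EC80 with DMSO and 100% = DMSO without agonist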
M4 PAM = positive allosteric modulators of human muscarinic M4 receptor. AID 624126. actives 0.4% (n = 360,000). activation, % at 3 µM. P08173. CHO-K1 hM4/Gqi5, Fluo-8 calcium fluorescence, ACh EC20; 0% = ACh EC20, 100% = maximal ACh;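 active = activation above its plate's cutoff, the mean activation of sample wells plus 3 SD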; also: some results filed as inactive read as strong as hits
Starred values were filed as active, the others as inactive; . = no result given.

SMILES | CRFR2-BP antag | IDE cell inh | CRFBP-R2 agonist | M4 ag | CHRM5 agonist | CHRM4 antagonist | CHRM5 PAM | CHRM5 antagonist | M4 PAM
Clc1cccc(/C=N/Nc2ncnc3ccccc23)c1 | -10 | 1 | -1.0 | 2 | -1 | -8 | -4 | -3 | -1
Cc1n[nH]c(C)c1S(=O)(=O)N1CCCC(C(=O)N2CCc3ccccc32)C1 (configuration not stated) | -15 | 11 | 0.7 | 3 | 1 | -7 | 0 | -1 | 4
O=C(Nc1nnc(-c2cccs2)o1)C1CC1 | 1 | -4 | -0.6 | 2 | 4 | 0 | -2 | -1 | 2
O=C(Nc1cccc(S(=O)(=O)NC2=NCCCCC2)c1)c1cccnc1Cl | 4 | 7 | -0.9 | 1 | -3 | 7 | -6 | 5 | -15
COc1ccc(O)c(-c2cc(-c3cccc(Br)c3)n[nH]2)c1 | 48 | 5 | 3.8 | 1 | -2 | -1 | 3 | -6 | 24
O=C(c1ccco1)N(CCC(c1ccccc1)c1ccco1)Cc1ccco1 (configuration not stated) | -14 | 1 | 2.9 | 0 | -2 | -4 | -5 | 6 | -8
COC(=O)c1sccc1NC(=O)c1ccc(OC)cc1 | -29 | -3 | -0.1 | -1 | -1 | 3 | -5 | 3 | -2
O=C(CSc1nn(-c2ccccc2)c(=S)s1)NC1CCS(=O)(=O)C1 (configuration not stated) | 4 | -3 | 3.2 | 0 | -2 | 2 | 1 | 6 | -1
Cc1ccc(C)c(OCc2cc(C(=O)N(C)Cc3nccs3)no2)c1 | -4 | 1 | 0.3 | 6 | -4 | 9 | -8 | 28* | -4
Cc1cccc(-n2cccc2)c1C#N | 3 | 1 | 0.1 | 0 | -1 | -10 | 2 | -1 | 6
CC1=C(C)CC(C(=O)c2ccccc2)C(C(=O)O)C1 (configuration not stated) | -4 | 3 | 0.3 | -1 | 1 | -3 | -3 | 4 | 4
C[C@@]12CCC3[C@@](CCC4[C@@]3(C)CCC[C@@]4(C)C(=O)Nc3ccc(Cl)cc3)(CC1=O)C2 (some centres not stated) | -14 | 0 | 1.4 | 4 | -3 | 0 | 4 | 1 | -2
O=[N+]([O-])C(=C1SCCS1)C(=C(Cl)Cl)N1CCCCC1 | 14 | 2 | 2.1 | -1 | -6 | -2 | 0 | -15 | -2
COc1ccc(N2C[C@H](CSC)[C@@H](CC(=O)Nc3ccccc3)C2=O)cc1 | 3 | . | -0.5 | 6 | 0 | -21 | 7 | -16 | 7
COc1ccc(C)cc1NS(=O)(=O)c1cccc2nonc12 | -1 | 2 | -5.4 | 0 | -17 | 3 | 9 | 2 | 0
O=C(COc1ccc(F)cc1)N1CCC(c2ccccc2)C1 (configuration not stated) | -9 | -1 | -3.1 | 2 | -1 | -3 | -3 | 8 | 8
Cc1ccc(S(=O)(=O)n2cnc3cc([N+](=O)[O-])ccc32)cc1C | 21 | 4 | -2.0 | 0 | -2 | 2 | -3 | -4 | 4
CSc1nc(C)nc(N/C=C(\C#N)S(=O)(=O)c2ccccc2Cl)n1 | 2 | -3 | -1.7 | 0 | 0 | -17 | 7 | -6 | -1
CCN(CC)Cc1ccccn1 | 7 | 6 | -0.6 | 0 | -2 | 1 | 6 | 4 | -7
Cc1ccccc1NC1=C(C(=O)c2ccccc2)N(C)S(=O)(=O)c2ccccc21 | 6 | 1 | 1.7 | -1 | -6 | -5 | 2 | -4 | 5
c1ccc(CSCc2nc3ccccc3[nH]2)cc1 | -14 | 7 | -1.5 | 1 | 0 | 1 | -2 | 4 | -4
CCCc1cc(=O)oc2c(CNc3ccc(OCC)cc3)c(O)ccc12 | 2 | -2 | 12 | 0 | -2 | 7 | 0 | 4 | -2
CN(C(=O)c1cccc(NC(=O)Cc2ccc(NC(=O)C3CCN(C(=O)C4CCCC4)CC3)cc2)c1)C1CC1 | -3 | . | -0.5 | 0 | 0 | -10 | 0 | 1 | 0
Cc1ccc(C(=O)c2oc3ccccc3c2N)cc1 | -8 | -3 | -1.8 | 0 | -4 | -4 | -5 | -1 | 5
Cc1ccc(C)c(NC(=O)CSc2nc(C)cc(C)c2C#N)c1 | -5 | -2 | 4.2 | 0 | -1 | 13 | 2 | -2 | 4
O=S(=O)(c1ccccc1)N1CCN(c2ncnc3sc(-c4ccccc4)cc23)CC1 | -39 | . | 6.1 | 0 | -6 | 3 | -13 | 6 | 0
CCC1Oc2ccccc2N(CC(=O)NC2CC2)C1=O (configuration not stated) | -8 | 10 | 0.0 | 1 | -3 | -10 | 0 | 10 | -3
COc1ccc(CNC(=O)CN(C(=O)c2csnn2)c2cccc3ccccc23)cc1 | -8 | -1 | 0.6 | 2 | 0 | -1 | -7 | 9 | -2
CN(CCN1CCOCC1)Cc1nc(-c2cccs2)no1 | 13 | 4 | 1.7 | 2 | -1 | 6 | 6 | 1 | 5
CCOC(=O)c1c(NC(C)=O)sc2c(O)c(Br)ccc12 | 13 | -2 | 1.3 | 0 | 1 | 4 | 1 | 3 | 7
COc1ccc(C(=O)CSc2nnc(CNc3nc(-c4ccccc4)cs3)n2C)cc1 | -9 | 8 | 0.7 | 7 | -1 | -7 | -4 | 1 | 8
Cc1cc(C)n2nc(SC(C)C(=O)N3CCCC3)nc2n1 (configuration not stated) | -5 | . | 3.0 | 0 | 1 | 3 | 6 | 1 | 2
COc1ccc(C)cc1N(C(=O)COc1ccccc1)c1nc2ccccc2s1 | 13 | 7 | 0.9 | 1 | -2 | 12 | 3 | 2 | -5
O=C(NNS(=O)(=O)c1ccc(F)cc1)c1cnn(-c2ccccc2)c1C(F)(F)F | -2 | 4 | 0.3 | 3 | 2 | -7 | -2 | 8 | 7
S=C(NCc1ccc2[nH]c3c(c2c1)CCCC3)Nc1ccccc1 | -35 | 0 | -1.2 | 6 | 1 | -3 | -10 | 10 | -6
CCOC(=O)Cn1c(=O)cc(C)c2cccc(C)c21 | 2 | 0 | 0.1 | -1 | -1 | -12 | -9 | 2 | 3
CSc1cccc(NC(=O)CCCOc2ccccc2)c1 | 33 | -7 | -0.8 | -2 | -2 | 8 | -2 | -1 | -5
COCCC(=O)N1CCCC(CNS(=O)(=O)c2ccc(OC)cc2)C1 (configuration not stated) | 32 | 8 | -1.1 | 1 | 5 | -5 | 2 | 6 | 2
O=[N+]([O-])c1ccc(NN=Cc2cc(Br)ccc2O)nc1 | -15 | . | 3.5 | 2 | 1 | -2 | 7 | 8 | 1
CN(Cc1ccccc1)C(=O)CN1C(=O)c2ccccc2S1(=O)=O | -2 | 0 | 0.1 | 1 | -3 | 5 | -3 | 12 | 6
COc1cc(CC(=O)Nc2nc(-c3ccccc3)c(C(C)=O)s2)cc(OC)c1OC | 2 | -5 | -0.6 | 15 | -3 | -23 | -12 | 8 | -8
CN(C(=O)CSc1nccc(=O)[nH]1)C1CCCCC1 | -9 | -3 | 0.5 | 1 | -1 | -17 | 17 | -7 | 22*
Cn1c(=O)[nH]c(=O)c2c1nc(N1CCCCC1)n2C/C=N/Nc1ccc(C(=O)O)cc1 | 9 | 4 | 0.4 | 0 | -7 | 7 | 2 | 6 | 16
CC(C)OC(=O)c1cccc(C(=O)Oc2ccc(Br)cc2)n1 | 27 | -5 | -6.0 | 3 | 1 | 3 | 3 | 0 | -2
COc1ccc(-c2[nH]ncc2/C=C(\C#N)C(=O)NC2CC2)cc1 | -2 | 2 | 1.1 | 5 | -2 | 0 | -12 | 2 | -5
COc1ccc(/C=C/C(=O)NCc2cn(C)nc2C)cc1COc1ccc(Cl)cc1Br | 92* | 2 | 8.9 | 0 | -7 | 0 | -4 | 4 | -4
CCc1nc(NC(C)(C)C)c2cnn(-c3ccccc3)c2n1 | -36 | 6 | 1.7 | 0 | -6 | -5 | -7 | 3 | -10
CCn1c(NC(C)=O)nc2ccccc21 | 3 | -2 | -0.2 | 0 | 0 | 12 | 4 | -1 | 4
C/C(=N\N1CCN(c2ccccc2)CC1)c1ccccc1O | 1 | -1 | -1.3 | -1 | 1 | 4 | -6 | 15 | -6
CCOC(=O)[C@@H]1[C@H]2COc3cc(OC)ccc3[C@@H]2N2C(=O)N(c3ccc(C)cc3)C(=O)[C@]12C | -10 | 0 | -1.0 | 0 | 2 | 11 | 1 | 5 | 0
O=C(NCCc1ccc(F)cc1)c1ccc(NS(=O)(=O)c2ccc3[nH]c(=O)[nH]c3c2)cc1 | 8 | -7 | -1.1 | 0 | 0 | -11 | -3 | 6 | 6
Cc1cc(OCC(O)CN2CCOCC2)cc(C)c1Cl (configuration not stated) | -4 | 0 | 0.3 | 1 | -4 | -5 | 3 | -9 | 5
Fc1cccc(Cl)c1/C=C/c1cnc2ccccc2n1 | -7 | 6 | 1.2 | 1 | -3 | -17 | 2 | -15 | 2
CN(C)CCCNc1cn[nH]c(=O)c1Cl | -9 | -2 | 0.1 | 1 | -5 | -15 | 1 | -8 | 8
C#CCNc1ccc([N+](=O)[O-])cc1 | 9 | 4 | 0.3 | 0 | -6 | -7 | -2 | 6 | 5
CN(C)/C=N/c1nc(-c2ccc3ccccc3c2)cs1 | -13 | 6 | -2.4 | 2 | 1 | 2 | -2 | 5 | 2
COCCNC(=O)C1(C)CCN(C(=O)c2ccc(OC)c(F)c2)C1 (configuration not stated) | . | . | . | 0 | 1 | 7 | -4 | 3 | -1
COc1cc(CNS(=O)(=O)c2ccc3c(c2)CC(C)N3C(=O)C2CCC2)cc(OC)c1OC (configuration not stated) | -8 | -2 | 1.2 | 11 | 1 | -17 | -5 | -3 | -1
O=[N+]([O-])c1ccc(-c2ccc(/C=N/c3c(-c4ccco4)nc4ccccn34)o2)cc1 | 42 | -6 | -1.6 | 3 | -1 | 1 | 11 | -8 | -2
O=C(CCNC(=O)c1ccc(Cl)cc1)NCCCN1CCOCC1 | 5 | 6 | 1.3 | 1 | 4 | -1 | 0 | -3 | 9

Grouped by structure: those above with a furan ring, fused or not.
SMILES | CRFR2-BP antag | IDE cell inh | CRFBP-R2 agonist | M4 ag | CHRM5 agonist | CHRM4 antagonist | CHRM5 PAM | CHRM5 antagonist | M4 PAM
O=C(c1ccco1)N(CCC(c1ccccc1)c1ccco1)Cc1ccco1 (configuration not stated) | -14 | 1 | 2.9 | 0 | -2 | -4 | -5 | 6 | -8
Cc1ccc(C(=O)c2oc3ccccc3c2N)cc1 | -8 | -3 | -1.8 | 0 | -4 | -4 | -5 | -1 | 5
O=[N+]([O-])c1ccc(-c2ccc(/C=N/c3c(-c4ccco4)nc4ccccn34)o2)cc1 | 42 | -6 | -1.6 | 3 | -1 | 1 | 11 | -8 | -2

More records.
SMILES | CRFR2-BP antag | IDE cell inh | CRFBP-R2 agonist | M4 ag | CHRM5 agonist | CHRM4 antagonist | CHRM5 PAM | CHRM5 antagonist | M4 PAM
CCOC(=O)c1sc(=S)[nH]c1C | 16 | . | -1.1 | 1 | 0 | -3 | 1 | 12 | 6
CC(C(=O)N1CCOCC1)N1C(=O)C2C3C=CC(C4CC34)C2C1=O (configuration not stated) | 14 | 6 | 3.7 | 0 | -4 | -5 | -4 | 7 | 4
CC1CCN(CCC(=O)Nc2ccccc2)CC1 | -2 | 3 | 2.5 | 0 | -4 | -7 | 3 | 3 | 4
CCOC(=O)N1C2CCC(C2)N1C(=O)OCC | 4 | . | 1.3 | 0 | 1 | 0 | 4 | 6 | 1
COc1ccccc1CCC(=O)NC1CCCN(c2ccc(C(F)(F)F)cn2)C1 (configuration not stated) | 7 | 2 | -0.2 | 1 | -3 | 3 | -4 | 6 | 0
